Screening results (PubChem BioAssay)
GRK2 aptamer HTS: compounds blocking aptamer binding on GRK2 – biochemical, human GRK2, bead flow cytometry, HTS, primary screen; Beta-adrenergic receptor kinase 1 (Homo sapiens), P25098; FAM-aptamer displacement from GRK2; inhibition of aptamer binding, % at 10 µM; hit rate 0.59% among 330,000; AID 488847, 2010;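 active means inhibition of aptamer binding above 40%, roughly 3 SD of noise, on plates passing a quality check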;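 further: median bead fluorescence of bound FAM aptamer so fluorescent compounds give negative values; no value below 0 was filed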
Target sequence (P25098 whole entry, looked up): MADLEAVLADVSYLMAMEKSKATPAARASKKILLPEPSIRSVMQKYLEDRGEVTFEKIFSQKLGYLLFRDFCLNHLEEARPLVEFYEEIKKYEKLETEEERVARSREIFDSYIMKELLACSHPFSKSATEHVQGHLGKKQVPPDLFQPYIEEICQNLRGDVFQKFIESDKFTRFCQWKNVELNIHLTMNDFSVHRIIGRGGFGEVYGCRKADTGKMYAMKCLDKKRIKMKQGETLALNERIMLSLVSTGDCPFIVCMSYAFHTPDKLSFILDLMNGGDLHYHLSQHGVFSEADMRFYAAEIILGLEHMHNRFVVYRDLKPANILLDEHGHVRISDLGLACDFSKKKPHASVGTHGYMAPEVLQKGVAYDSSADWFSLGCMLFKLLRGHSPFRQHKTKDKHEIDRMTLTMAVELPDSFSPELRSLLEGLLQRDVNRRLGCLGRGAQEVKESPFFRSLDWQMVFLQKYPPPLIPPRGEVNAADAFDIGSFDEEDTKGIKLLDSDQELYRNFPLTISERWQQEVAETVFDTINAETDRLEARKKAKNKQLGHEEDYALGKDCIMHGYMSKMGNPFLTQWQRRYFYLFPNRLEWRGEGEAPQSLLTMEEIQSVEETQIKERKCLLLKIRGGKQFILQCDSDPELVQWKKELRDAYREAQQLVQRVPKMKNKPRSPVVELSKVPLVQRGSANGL
AGP1 TOR yeast: modulators of AGP1-GFP expression in yeast TOR pathway, primary screen, cell-based, multiplex flow cytometry, S. cerevisiae, MLPCN library | 3 h; GFP as percent of DMSO wells | GFP response vs DMSO, % at 10 µM | hit rate 0.02% among 320,000 | AID 2066, 2009;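 active means GFP response relative to DMSO above a set limit, near screen average plus 3 SD, cut at about 150% in these data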;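 further: median GFP channel fluorescence of the gated AGP1 strain per well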
MEP2-GFP yeast: modulators of MEP2-GFP levels in yeast, primary screen, S. cerevisiae, multiplex flow cytometry, MLPCN library; hit rate 0.51% among 330,000; GFP response vs DMSO, % at 10 µM; S. cerevisiae MEP2-GFP strain, 3 h; 100% = DMSO control level; AID 2016, 2009;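 active means GFP response versus DMSO above a set limit, roughly screen mean plus 3 SD, cut at about 180% in these data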;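 further: median GFP fluorescence of the barcode-gated MEP2-GFP cells per well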
LAP4 TOR yeast: modulators of LAP4-GFP expression in yeast, primary screen, S. cerevisiae, multiplex flow cytometry, MLPCN library. 3 h; median GFP as percent of DMSO wells. GFP response vs DMSO, % at 10 µM. hit rate 0.34% among 320,000. AID 2023, 2009;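 active means GFP response vs DMSO above a set limit, about the screen mean plus 3 SD, cut at about 150% in these data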
Yeast superoxide: reduction of superoxide in aged yeast, primary screen, HTS; S. cerevisiae aged cells, superoxide DHE fluorescence; active compounds read low; superoxide response (% of plate mean), % at 10 µM; AID 2690, 2010; hit rate 0.18% among 330,000;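 active means superoxide response under a set limit, about three screen SD below normal, cut at about 65% in these data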;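 further: yeast aged for seven days with compound at 30 °C before DHE staining; 100% = average MFI of all compound-treated wells on the plate with controls excluded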
RPL19A TOR yeast: RPL19A-GFP expression modulators in yeast, primary screen, cell-based, S. cerevisiae, multiplex flow cytometry, MLPCN. S. cerevisiae RPL19A-GFP strain, 3 h; active compounds read low. percent response vs DMSO, % at 10 µM. hit rate 0.3% among 330,000. AID 2025, 2009;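 active means percent response vs DMSO below 50%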;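 further: median channel GFP fluorescence of the barcoded RPL19A-GFP strain; ratio of sample median GFP to plate DMSO average so 100% = DMSO; lower means less RPL19A-GFP as with rapamycin TOR inhibition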
VLA-4 inh: inhibition in human VLA-4 binding assay, primary screen, VLA-4 allosteric modulator project, MLPCN library, flow cytometry, VLA-4 expressing cells | Integrin alpha-4 (Homo sapiens), P13612 | hit rate 0.2% among 330,000 | ligand binding flow cytometry | inhibition, % (about 7 µM as worked out from the volumes in the protocol); in the data active means inhibition above about 50%
CIT2-GFP yeast: modulators of CIT2-GFP expression in yeast, primary screen, S. cerevisiae, GFP fusion, multiplex flow cytometry, MLPCN library; S. cerevisiae CIT2-GFP strain, 3 h; 100 means same as DMSO wells; GFP response vs DMSO, % at 10 µM; hit rate 0.065% among 320,000; AID 2029, 2009;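 active means GFP response relative to DMSO above a set limit, near the screen mean plus 3 SD, cut at about 150% in these data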;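 further: ratio of well median GFP fluorescence to mean of DMSO wells on the plate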
* = called active by the depositor; / = not tested or not shown; & = joins results of further samples.

SMILES	GRK2 aptamer HTS	AGP1 TOR yeast	MEP2-GFP yeast	LAP4 TOR yeast	Yeast superoxide	RPL19A TOR yeast	VLA-4 inh	CIT2-GFP yeast
CCN1C(=O)NC(=O)/C(=C\c2cn(CC(=O)N3CCCCC3C)c3ccccc23)C1=O (stereo not given)	0.0	92.9	101.3	85.0	89.6	103.3	-1.2	101.0
CCN1CCN(CC(=O)c2c(C)n(Cc3ccccc3)c3ccc(OC)cc23)CC1	0.0	103.8	103.4	101.9	111.3	96.3	31.8	91.4
Cn1cc(C(=O)NP(=O)(N2CCOCC2)N2CCOCC2)c2ccccc21	4.0	102.6	105.9	93.8	118.8	105.9	-3.9	105.3
COc1ccccc1CNC(=O)CCC(=O)N1C[C@H]2C[C@@H](C1)c1cccc(=O)n1C2	0.0	105.4	110.1	107.0	92.0	104.0	47.3	107.1
O=c1c2ccccc2nc(-c2ccccc2)n1-c1ccc(O)cc1	0.0	/	91.6	99.8	80.2	86.6	4.5	92.1
O=[N+]([O-])c1ccc(Nc2ccccc2)cc1	2.0	83.5	99.0	96.4	110.7	103.8	5.5	92.7
COC(=O)C1=C(c2cccc(C#N)c2)C[C@@H]2CC[C@H]1N2C(=O)NCCOc1ccccc1	6.0	100.9	95.6	99.7	90.3	100.0	-2.4	97.3
O=c1[nH]c(=O)n(C2CCCCCC2)c(O)c1C=NCC1CCCO1 (stereo not given)	2.0	106.4	111.7	114.2	97.1	104.3	0.5	103.4
C[N+](C)(C)c1ccccc1	0.0	93.7	98.6	96.8	98.8	99.9	3.2	86.8
CNC(=O)Oc1cccc(-c2cn3cc(Cl)ccc3n2)c1	0.0	110.8	99.8	97.5	94.0	104.0	-7.3	98.7
N#CCCn1cc(C(=O)Nc2ccc([N+](=O)[O-])cc2)c(-c2ccc3c(c2)OCCO3)n1	66.0*	98.1	103.4	98.9	104.2	100.8	23.1	95.9
CC(N)Cc1cn(Cc2ccccc2)c2ccccc12 (stereo not given)	0.0	102.0	112.0	107.0	100.7	100.8	9.5	105.0
Nc1ncc(P(=S)(N2CCOCC2)N2CCOCC2)s1	0.0	106.3	110.2	99.7	108.4	101.6	16.6	104.9
CCCNC(=O)N1[C@H]2CC[C@@H]1C(C(=O)OC)=C(c1ccc(Cl)c(C(F)(F)F)c1)C2	6.0	97.4	102.9	98.8	101.4	93.1	-1.1	93.1
CCN1CCN(C(=O)Cc2c(C)n(C(=O)c3ccc(Cl)cc3)c3ccc(OC)cc23)CC1	0.0	99.8	100.1	95.7	112.7	104.2	2.0	90.8
Cc1cccn2c(=O)c3c(nc12)N1CCc2ccccc2C1C1(C3)C(=O)NC(=O)N(C)C1=O (stereo not given)	1.0	100.7	100.4	102.3	123.1	97.9	-9.9	102.8
Cc1nn(C)c(C)c1/C=C1/CC2C3CC=C4CC(O)CCC4(C)C3CCC2(C)C1=O (stereo not given)	0.0	97.7	104.6	105.3	94.7	96.4	4.5	92.2
Cc1cc(/C=C2/C(=O)NC(=O)N(c3ccc(Br)cc3)C2=O)c(C)n1C	2.0	104.9	107.0	111.2	110.4	101.9	7.5	98.7
COc1ccc(CCNCc2ccccn2)cc1OC	1.0	/	105.3	109.4	99.4	101.8	10.3	107.7
COc1cc(C)c(CN2CC=C(c3ccc(F)cc3)CC2)cc1C	0.0	98.8	104.7	91.7	119.3	101.8	0.0	99.6
CCCCCCn1c(=O)c(C(=O)Nc2nc(CC(=O)OCC)cs2)c(O)c2ccccc21	2.0	95.4	99.2	105.0	112.6	91.6	-22.8	100.6
Cc1ccc(N=Cc2c(O)n(-c3ccc(C)cc3)c(=O)[nH]c2=O)cc1	0.0	106.8	106.4	96.0	99.8	105.5	-11.8	112.0
CCCN1CCO[C@@H]2c3cc(O)ccc3OC[C@H]21	1.0	85.5	99.8	104.5	102.9	100.2	48.5	80.1
N#Cc1ccc(/C=C/C(=O)O)cc1	0.0	104.8	110.4	98.2	110.3	106.6	4.0	103.0
CC(C)NP(=O)(NC(C)C)OP(=O)(NC(C)C)NC(C)C	0.0	102.4	104.7	120.8	96.4	109.3	-6.3	96.5
COc1ccc(C)cc1NC1=NC(C)(C)CS1	2.0	122.2	109.5	110.2	97.7	109.0	6.0	114.8
CCCCn1c(NC(=O)c2ccc(Br)o2)c(C(=O)OCC)c2nc3ccccc3nc21	78.0*	101.6	104.3	89.3	156.3	105.9	-69.9	100.1
COC(=O)C1C(OC(=O)c2ccccc2)CC2CCC1N2C (stereo not given)	0.0&2.0	96.1&107.9	96.6&111.6	105.2&103.4	110.2&88.7	98.8&102.0	3.3&0.0	95.7&109.7
CC(C)Sc1nnc(OC(=O)N(C)C)n1-c1ccccc1	0.0	103.1	97.9	107.9	129.2	95.3	21.7	91.0
NC(=O)c1ccc(OCCC(O)N2CC=C(c3ccc(F)cc3)CC2)cc1 (stereo not given)	2.0	88.8	104.7	107.4	108.5	103.5	2.3	84.9
Cc1cc(C=O)c(C)n1C1CC1	0.0	96.7	87.8	98.0	93.5	92.7	13.1	91.7
Nc1ccccc1C(=O)c1ccccc1	1.0	103.0	103.0	102.2	93.5	98.8	47.9	96.4
CN(C)C(=O)Oc1noc2cc(Cl)ccc12	1.0	101.6	101.0	104.3	119.8	101.7	6.1	97.7
O=c1[nH]c(=O)n(C2CCCCCC2)c(O)c1C=NCCCN1CCOCC1	23.0	99.0	89.0	96.7	103.6	/	13.6	98.4
Fc1ccc(C[n+]2c(-c3ccccc3)cc(-c3ccccc3)cc2-c2ccccc2)cc1	0.0	90.6	98.6	109.3	91.1	104.8	3.8	85.9
CN1C(=O)C(=Cc2cn(CC#N)c3ccccc23)C(=O)N(C)C1=O	1.0	96.2	105.3	104.0	96.1	100.3	23.2	86.7
CCCCCn1c(=O)c(C(=O)Nc2cnccn2)c(O)c2ccccc21	1.0	101.0	96.7	103.5	81.4	96.8	3.0	82.7
CCOC(=O)C1=C(C)OC(N)=C(C(=O)OCC)C12C(=O)Nc1ccc(Br)cc12 (stereo not given)	0.0	115.2	104.2	107.4	103.5	103.7	9.7	104.0
CC(=NCCC1=CCCCC1)c1c(O)[nH]c(=O)[nH]c1=O	0.0	92.8	98.3	94.4	108.6	92.7	-8.3	103.5
COC(=O)C1=C(c2cc3ccccc3o2)C[C@@H]2CC[C@H]1N2C(=O)N1CCC(O)CC1	1.0	96.9	100.6	93.1	101.1	99.5	22.2	97.5

Shown with bars between the fields: 4 of the compounds above
SMILES | GRK2 aptamer HTS | AGP1 TOR yeast | MEP2-GFP yeast | LAP4 TOR yeast | Yeast superoxide | RPL19A TOR yeast | VLA-4 inh | CIT2-GFP yeast
Nc1ccccc1C(=O)c1ccccc1 | 1.0 | 103.0 | 103.0 | 102.2 | 93.5 | 98.8 | 47.9 | 96.4
CN(C)C(=O)Oc1noc2cc(Cl)ccc12 | 1.0 | 101.6 | 101.0 | 104.3 | 119.8 | 101.7 | 6.1 | 97.7
O=c1[nH]c(=O)n(C2CCCCCC2)c(O)c1C=NCCCN1CCOCC1 | 23.0 | 99.0 | 89.0 | 96.7 | 103.6 | / | 13.6 | 98.4
Fc1ccc(C[n+]2c(-c3ccccc3)cc(-c3ccccc3)cc2-c2ccccc2)cc1 | 0.0 | 90.6 | 98.6 | 109.3 | 91.1 | 104.8 | 3.8 | 85.9

Next compounds:
SMILES	GRK2 aptamer HTS	AGP1 TOR yeast	MEP2-GFP yeast	LAP4 TOR yeast	Yeast superoxide	RPL19A TOR yeast	VLA-4 inh	CIT2-GFP yeast
O=C(COc1ccc2ccc(=O)oc2c1)N1C[C@H]2C[C@@H](C1)c1cccc(=O)n1C2	0.0	100.8	96.1	102.7	79.4	101.2	-12.7	101.5
O=C(COc1ccccc1)N1CCN(C2CC3CCC2C3)CC1 (stereo not given)	1.0	96.9	90.8	98.2	102.3	99.2	5.3	87.9
CC(C)(C)C(=O)Nc1ccc(S(=O)(=O)N2CC3CC(C2)c2cccc(=O)n2C3)cc1 (stereo not given)	0.0	108.8	93.6	103.4	107.6	94.5	7.5	104.2
CC(C)(C)c1ccc(O)c(CN2CCN(c3ccccc3)CC2)c1	2.0	104.8	103.4	98.4	119.6	102.8	-0.9	105.4
O=P1(Oc2ccccc2)OCCCS1 (stereo not given)	0.0	111.6	104.4	118.5	101.1	96.4	10.0	106.1
COc1cc(C2SCC(=O)Nc3c2c(C)nn3-c2ccccc2)cc(OC)c1OC (stereo not given)	2.0	93.4	104.3	99.6	80.6	93.6	-6.2	101.0
CCNC(=S)N(C)CCc1cc2c(c(OC)c1C=C1C(=O)N(C)C(=O)N(C)C1=O)OCO2	0.0	97.2	94.2	103.7	88.8	93.3	7.2	92.9
c1ccc2c(NC3=NCCS3)cccc2c1	0.0	102.0	92.2	93.3	75.0	91.3	2.2	102.4
Cc1cccc(C)c1NC1=NCCCS1	3.0	94.3	99.2	102.7	96.6	95.7	10.7	94.8
Cc1cccc(OCCn2cccc2/C=C2/C(=O)NC(=O)N(Cc3ccco3)C2=O)c1	8.0	98.6	88.7	95.6	90.4	93.0	4.8	96.5
CCCCC1C(=O)NC(=S)NC1=O	1.0	92.3	98.3	88.2	103.7	101.3	-9.5	98.7
O=c1[nH]c(O)c(N=Nc2ccc(SC(F)F)cc2)c(=O)[nH]1	0.0	100.8	103.1	101.4	100.2	96.8	2.3	99.0
Clc1ccccc1NC1=NCCCS1	0.0	118.1	100.7	107.1	109.8	98.8	11.4	107.4
CC(=NCc1cccnc1)c1c(O)n(-c2ccc(C)cc2)c(=O)[nH]c1=O	14.0	107.5	108.0	103.5	84.7	104.0	-14.7	111.6
Cc1csc(NC(=O)C(Cl)c2ccccc2)n1 (stereo not given) (tested in a mixture with another compound)	1.0	87.0	92.4	99.2	108.6	91.4	3.0	77.8
Cc1ccc(-c2nn(Cc3ccccc3)cc2C=O)cc1C	0.0	88.3	84.0	95.8	90.4	98.1	-2.7	88.6
CCOC(=O)c1cncn1[C@@H](C)c1ccccc1	1.0	93.0	97.3	93.0	114.1	98.4	23.0	88.8
CCOC(=O)C1(CCOc2ccccc2)CCN(Cc2ccc(C)s2)CC1	0.0	85.0	64.9	94.1	112.5	96.4	7.2	106.4
O=c1[nH]c(=O)n(Cc2ccc(F)cc2)c(O)c1C=NCCCN1CCOCC1	1.0	99.9	109.1	104.3	114.6	99.9	0.5	98.4
CCc1ccc(-n2c(O)c(/C=N/NC(=O)c3ccncc3)c(=O)[nH]c2=O)cc1	4.0	92.8	97.6	85.2	109.5	97.6	34.2	97.1
O=C1NC(=O)N(c2ccc3c(c2)OCO3)C(=O)/C1=C\c1ccc(N2CCCCC2)o1	1.0	99.2	106.2	89.7	102.2	102.4	14.1	105.3
C[C@]12CCC(=O)C[C@H]1CC[C@@H]1[C@@H]2CC[C@]2(C)C(=O)CC[C@@H]12	4.0	107.3	99.6	105.7	60.0*	99.8	16.8	92.2
O=P(NS(=O)(=O)c1ccc(Br)cc1)(Oc1ccccc1)Oc1ccccc1	1.0	96.5	98.3	93.3	107.6	93.9	11.2	97.3
Cc1ccc(Cn2cc(C=O)c(-c3ccc(C)cc3)n2)cc1	0.0	94.4	96.9	88.3	99.4	99.3	7.0	87.9
COc1ccc(-n2c(=O)[nH]c3ccccc3c2=O)cc1	25.0	98.4	99.7	90.5	86.6	98.1	-8.2	100.0
O=C(c1ccc2c(c1)OCO2)C1CCCN(Cc2ccccn2)C1 (stereo not given)	1.0	112.0	98.6	108.8	95.9	100.9	-2.4	107.4
CCN[C@@H](C)Cc1cccc(C(F)(F)F)c1	2.0	104.7	101.2	108.8	93.0	100.2	1.0	101.3

An excerpt; the hit share may differ from the screen's.
